Source: PubChem BioAssay
aSyn 5UTR inh – 5' untranslated region of α-synuclein, MLPCN primary screen. alpha-synuclein 5'UTR reporter, inhibitor activity. inhibition, % (tested at 7.5 µM). actives 0.82% (n = 300,000); in the data active = inhibition above about 60%; inconclusive = no clear call, values can overlap the other calls;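 also: H4 neuroglioblastoma cells stably carrying SNCA 5'UTR luciferase fusion; 0% = DMSO wells and 100% = positive control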
HSF1 inh – HSF1 inhibition; actives 0.77% (n = 300,000); NIH3T3-HGL HSE-luciferase, MG132-induced, luminescence 8 h; hits give low values; activity change, negative = inhibition, % at 7.5 µM (by protocol);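 active = more than half of replicate wells show activity change below -50%, luminescence cut by over half; inconclusive = some wells, but at most half, below -50%; inactive = no replicate well below -50%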;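 also: luciferase reports HSF-1 transcriptional activity via heat shock element; 0% = median of DMSO wells and -100% = zero luminescence signal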
AI-2 QS modul – modulates the Vibrio harveyi AI-2 quorum sensing system. Vibrio harveyi JMH597 AI-2 luminescence/OD600 ratio, 9 h; hits give low values; strain lacks LuxN and CqsS sensors; 0 = neutral-control median. activity change, % at 7.5 µM. actives 0.4% (n = 300,000); in the data active = activity change below about -75%, passing the limit was not always enough; inconclusive = no clear call, values can overlap the other calls;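 also: luminescence divided by OD600 gain over 9 h not by final OD600 alone; inactives centre near 13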
SKKanGAS inh – blocks kanamycin growth of S. pyogenes SKKanGAS strain. BacTiter-Glo, 6 h. inhibition, % at 7.5 µM. actives 1.3% (n = 300,000). AID 1662;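 active = mean replicate score, as percent of positive control median, at least 50; inconclusive = mean below 50 but one replicate at or above 50; inactive = mean and every replicate below 50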;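 also: strain carries kanamycin resistance gene driven by streptokinase promoter and grows in 40 µg/ml kanamycin; loss of luminescence reflects streptokinase promoter inhibition or plain growth inhibition; 0% = median of DMSO wells and 100% = positive control at its reference dose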
Platelet DG rel – modulates dense granule release in human platelets; human platelet-rich plasma, SFLLRN dense granule ATP release, luminescence; inhibition, %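 (compounds screened at 7.5 µM in platelet-rich plasma)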; actives 0.22% (n = 300,000); AID 1663;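 active = mean replicate score, as percent of positive control, at or above 50; inconclusive = mean below 50 but at least one replicate at or above 50; inactive = mean and every replicate below 50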
HSP90 inh – HSP90 refolding inhibition in rabbit reticulocyte lysate | luciferase refolding luminescence, 3 h | inhibition, % at 5.6 µM | actives 0.91% (n = 290,000);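 active = inhibition above the screen-wide mean plus 3 SD, computed separately per campaign, cut at about 16% in these data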;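 also: 0% = DMSO wells and 100% = 60 µM geldanamycin wells; inhibitors lower the luminescence because luciferase stays unfolded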
HIF act – HIF pathway transcriptional activation; actives 0.32% (n = 300,000); U2OS HRE-luciferase reporter, luminescence; normalized: DMSO 0%, desferrioxamine 100%; activation, % at 7.5 µM (by protocol);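 active = mean activation of at least 10% of the iron chelator positive control signal, with at least half of replicates also reaching 10%; inconclusive = mean and replicate majority disagree about reaching 10%; inactive = mean and most replicates under 10%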
IEC-6 tox – counter-screen for KLF5 inhibitors: cytotoxicity in IEC-6 cells; inhibition, % at 5 µM; actives 0.78% (n = 290,000); IEC-6 cytotoxicity, luminescence viability; AID 1825; in the data active = inhibition above about 22%;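 also: 0% = plate median of test compound wells and 100% = cytotoxic reference compound wells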
HSF1 activator – increases HSF-1 driven luciferase reporter signal | activation, % at 9 µM | NIH3T3-HGL HSF-1 luciferase reporter, MG132, 8 h; 100% = twice DMSO control signal | actives 1.7% (n = 300,000);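 active = mean replicate activation of at least 50% with a set share of replicates each reaching 50%; inconclusive = only one of those two conditions met; inactive = mean below 50% and too few replicates reaching it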;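 also: 0% = median of the neutral control wells and 100% = twice that signal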
KLF5 inhibitor – inhibitors of KLF5 expression | DLD-1 KLF5 promoter-luciferase reporter, luminescence | inhibition, % at 5 µM | actives 0.23% (n = 290,000) | AID 1700;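 active = inhibition above a per-plate limit of that plate's mean compound inhibition plus 3 SD, cut at about 60% in these data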;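 also: 0% = DMSO wells and 100% = LY294002 at 200 µM; higher means less KLF5 promoter-driven luciferase light; inactives centre near -14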
Active calls of the source: *; ? = inconclusive; . = no result given. The order is random, and some 6% of all compounds hit somewhere here.

Sequence of screens – aSyn 5UTR inh, HSF1 inh, AI-2 QS modul, SKKanGAS inh, Platelet DG rel, HSP90 inh, HIF act, IEC-6 tox, HSF1 activator, KLF5 inhibitor
COc1ccc(-n2nnnc2CNC(=O)C(=O)c2c[nH]c3ccccc23)cc1
    7, -3, 19, -4, 1, ., -0.6, ., 5, .
CCCCn1c(N)c(N(Cc2ccccc2OC)C(=O)COc2cc(C)ccc2Cl)c(=O)[nH]c1=O
    -7, 1, 11, 3, -2, ., 0.1, ., 0, .
N#Cc1c(C#N)c(-c2ccccc2)n(-c2ccccc2)c1N
    40, 1, 14, -14, 2, 0, 0.4, 0, 21, -17
COc1ccccc1-n1c(=S)[nH]c2c(sc(=S)n2-c2ccccc2C)c1=O
    24, 2, 41, 3, -2, 6, -0.2, 3, -15, -35
Cn1c(CCCOc2ccc(Cl)cc2Cl)n[nH]c1=S
    -64, 15, 3, 2, 4, -1, 2.4, -13, 41, -70
NC1=NC(=O)S/C1=C\c1ccc(F)cc1
    -5, 0, 13, 3, 6, -1, 0.6, -5, 19, -6
COc1cc(C2NC(=O)c3ccccc3O2)ccc1OC(C)C (centres undefined)
    2, 6, 31, -5, 1, -1, 1.1, -4, 16, -18
Cc1cc(NC(=O)CCN2C(=O)/C(=C\c3ccccc3Cl)SC2=S)no1
    4, 2, 7, 4, 0, 1, -0.2, 5, -8, -27
Cc1cc(C)c2cc(C(=O)N3CCC(C(=O)c4ccc(F)cc4)CC3)[nH]c2c1
    ., ., 18, 6, ., 0, ., 1, ., -15
CC(C)(C)NCCOc1ccc(Br)cc1
    13, -6, 15, 1, 23, 7, 0.1, 2, 4, -24
CCOc1cc(C2C(C(=O)c3ccc(C)o3)=C(O)C(=O)N2CCc2ccccc2)ccc1O (centres undefined)
    14, 7, -8, 11, -6, 0, 1.6, -5, 18, -52
O=C(c1cnn2ccccc12)N1CCCc2ccccc21
    -10, -6, 27, -3, 4, -4, -0.1, -3, 1, -17
O=C(NCCc1ccccc1)c1cnc2ccccc2n1
    -99, 18, 20, 1, 0, 3, -2.5, 3, 42, -72
Cc1cccc(OCc2occc2C(=O)Nc2cccc(-n3cnnn3)c2)c1
    11, 1, -1, -5, 4, -2, -0.6, 6, -10, -14
CCOc1ccccc1/C=C/c1nc2ccccc2[nH]c1=O
    1, 0, 2, -5, 1, 5, 1.9, -3, 6, -40
O=Cc1cccn1-c1cccnc1
    6, -2, 3, -8, -4, -2, -0.2, -4, 28, -8
O=C(CC12CC3CC(CC(C3)C1)C2)NCC(c1ccc(F)cc1)N1CCOCC1 (centres undefined)
    23, 20, 11, -6, -5, -4, -0.9, -3, 28, -18
O=C(CSc1nnnn1C1CCCCC1)N1CCc2ccccc21
    -19, 3, -4, -10, -4, 2, 0.2, 1, 4, -20
COc1ccc(C(=O)Nc2ccc(N3CCN(C)CC3)cc2)cc1[N+](=O)[O-]
    -12, -3, 23, -1, 0, 0, 1.7, -6, -6, 2
Cc1ccc(C(=O)Nc2nc3ccccc3c(=O)s2)cc1
    -190, -27, 5, -9, -9, 0, 1.5, -9, -13, 8
O/N=C/c1ccc(-c2ccccc2OC(F)(F)F)o1
    -7, -4, 21, -7, -1, 0, -0.6, 11, 1, 25
COc1ccccc1NC(=S)NC(=O)c1c(-c2ccccc2Cl)noc1C
    -2, 10, 17, 11, 9, 1, -0.2, -4, 6, 2
CC(C)c1ccccc1NC(=O)COC(=O)CNC(=O)c1ccc(Br)cc1
    2, 12, 14, -1, -3, 1, -0.7, -9, 0, -3
CCN(C(=O)c1cc2ccccc2o1)C12CC3CC(CC(C3)C1)C2
    6, -5, 6, 1, -2, -6, -0.1, -14, -3, -47
O=S(=O)(NCc1ccc2c(c1)OCO2)c1cnc[nH]1
    -13, -6, 15, -5, -1, 1, 0.0, 2, -20, -14
O=C(CN1CCN(C/C=C/c2ccccc2)CC1)NCc1ccc(Cl)cc1
    -2, 3, 4, -13, 5, 0, -0.5, -6, -1, 4
CCCc1ccc(Oc2cc(C)nc(N3CCOCC3)n2)cc1
    -63, -23, 31, 26, -4, 1, 0.0, 6, -36, -49
CC(C)NC(=S)N/N=C1\CCCCC1C1CCCCC1 (centres undefined)
    -20, 0, 33, ?, -2, 8, -1.6, -3, 6, -15
Cc1ccc(CNc2ccccc2C(=O)O)s1
    -14, -1, -51, 1, 0, 7, -0.6, 3, -1, -21
Cc1ccc(CN2CCN(Cc3cccc(-n4cccn4)c3)CC2CCO)cc1 (centres undefined)
    1, 5, 24, -1, 0, -3, 0.3, -4, -7, -27
CCC(CC)CN1C(Nc2ccccc2)=NC[C@@H]1CC(C)C
    -7, 5, 12, 0, -5, -6, -0.1, -4, 9, 1
Cc1cc(C)cc(OCC(=O)N2N=C(C(F)(F)F)CC2(O)C(C)(C)C)c1 (centres undefined)
    14, -5, 21, 3, -6, -2, 0.1, 2, 2, -35
O=C(Nc1nncs1)Oc1ccccc1
    3, -3, 2, -3, -4, -3, 0.0, -3, 21, -25
NC(=O)c1c(NC(=S)Nc2ccccc2)sc2c1CCCC2
    -67, 13, 7, -3, 4, -6, 2.1, 3, 20, -25
CC(=O)Nc1ccc(NC(=O)C(C)Sc2nc3ccccc3c(=O)n2CC2CCCO2)cc1 (centres undefined)
    -2, -3, 15, 0, 0, ., 0.2, ., 4, .
CCOC(=O)CNS(=O)(=O)c1c(C)noc1C
    -1, -1, 21, 1, 6, -1, -0.1, -1, 0, 5
Cc1cccc(CN2CCc3c([nH]c4ccccc34)C2)c1
    10, -6, 8, 3, 4, 1, 0.8, 6, -8, -13
COC(=O)c1oc2ccc(Cl)cc2c1NC(C)=O
    -4, -3, 5, -2, -2, -3, -1.0, -6, -2, -28
O=C(CN1CCCCCC1)N1c2ccccc2Sc2ccccc21
    -30, 5, 14, -1, -7, 4, -0.3, 7, 8, -16
COc1ccc(C(=O)NCCSc2ccccc2)cc1OC
    -129, 17, 26, 8, 3, -4, 2.0, -3, 18, -81

Full records, looked up by structure. Order of values: aSyn 5UTR inh, HSF1 inh, AI-2 QS modul, SKKanGAS inh, Platelet DG rel, HSP90 inh, HIF act, IEC-6 tox, HSF1 activator, KLF5 inhibitor
COc1ccccc1NC(=S)NC(=O)c1c(-c2ccccc2Cl)noc1C as listed: -2, 10, 17, 11, 9, 1, -0.2, -4, 6, 2
CCN(C(=O)c1cc2ccccc2o1)C12CC3CC(CC(C3)C1)C2 as listed: 6, -5, 6, 1, -2, -6, -0.1, -14, -3, -47
Cc1cccc(CN2CCc3c([nH]c4ccccc34)C2)c1 as listed: 10, -6, 8, 3, 4, 1, 0.8, 6, -8, -13
CCOC(=O)CNS(=O)(=O)c1c(C)noc1C as listed: -1, -1, 21, 1, 6, -1, -0.1, -1, 0, 5
O=S(=O)(NCc1ccc2c(c1)OCO2)c1cnc[nH]1 as listed: -13, -6, 15, -5, -1, 1, 0.0, 2, -20, -14

Next compounds follow:
Sequence of screens – aSyn 5UTR inh, HSF1 inh, AI-2 QS modul, SKKanGAS inh, Platelet DG rel, HSP90 inh, HIF act, IEC-6 tox, HSF1 activator, KLF5 inhibitor
CC(O)C1C(=O)OC2(C)CC(C)(C)NC(=S)N12 (centres undefined)
    -10, -4, 12, -2, 1, -2, -0.3, -1, 3, -8
CCCCCn1c(=O)[nH]c2cc(C(=O)O)ccc2c1=O
    6, -2, 18, 13, -2, 2, -0.7, 2, -4, -20
CN1C(=O)CC(N2CCC(C(N)=O)(N3CCCCC3)CC2)C1=O (centres undefined)
    -8, 0, 11, 4, -6, -5, -0.2, 1, -13, -19
Clc1ccc2scc(CN3CCCCC3)c2c1
    3, -10, 9, -3, -4, 1, -0.3, 4, 11, -1
CCn1c(-c2c[nH]c3ccccc23)n[nH]c1=S
    28, 0, 10, -3, 0, 2, -0.6, -3, 0, -9
Cc1ccc(S(=O)(=O)N(C)CC(=O)Nc2cccc3c2CCCC3)cc1
    20, -5, 13, 1, -8, 0, -0.1, -3, -1, -6
Cc1cc(C)c(C(=O)N2CCCC(Nc3ccc(C)c(C)c3)C2)o1 (centres undefined)
    15, 12, 5, -6, -17, 1, -0.4, -1, 35, -1
COc1cc(N=Cc2c(O)c3ccccc3oc2=O)c(OC)cc1Cl
    -25, 1, 0, 3, 2, 5, -0.4, 3, -9, -3
CCOC(=O)c1ccc(-c2nnc(-c3ccc(Cl)cc3Cl)o2)cc1
    -207, 9, 11, -16, -2, 1, 0.8, 2, 6, -56
COc1ccc(CCNC(=O)COC(=O)C23CC4CC(CC(Br)(C4)C2)C3)cc1
    -9, -10, 41, -3, -2, -2, -16, -3, 0, -2
Cc1ccc2c(CC(=O)N3CCc4ccccc43)coc2c1
    -161, 76, 8, 9, ., 0, 3.1, -8, 77*, -116
O=C(CCn1c(=O)oc2ccccc21)N1CCN(c2ccc(F)cc2)CC1
    -6, -2, 24, -2, 3, -2, -0.1, 6, -17, 8
COc1ccccc1N(CC(=O)NCC1CCCO1)C(=O)CCC(=O)Nc1cc(C)on1 (centres undefined)
    -20, -5, 9, 0, 1, -1, -0.2, -2, 1, -3
O=C(CN1CC(c2ccccc2)CC1=O)OCc1ccccc1F (centres undefined)
    -10, 12, 6, 2, 0, -4, 1.4, 1, 14, -24
c1ccc(Sc2ccccc2CN2CCCC2)cc1
    85*, 1, 39, -6, -1, ., -0.7, ., 9, .
CCn1c(CC(=O)Nc2cccc(Cl)c2Cl)nnc1SCCOc1ccc(OC)cc1
    -20, 3, 4, -1, -6, -1, 0.2, 4, 1, -29
CCN(Cc1ccccc1)C(=O)Cc1ccc(OC)c(S(=O)(=O)N2CCOCC2)c1
    8, -13, 27, -5, 3, ., -0.7, ., -28, .
Cc1ccc(N(CCO)C(=S)Nc2ccccc2)cc1
    -3, -6, 11, -7, 1, 3, -0.5, 5, -1, -13
COc1ccccc1N1CCC(N2CCN(CC(C)(C)C)C(CCO)C2)CC1 (centres undefined)
    19, -1, 8, 5, 9, 1, -0.3, 4, -2, -23
CC(C)(O)CC[C@@H](O)[C@](C)(O)[C@H]1CC[C@@]2(O)C3=CC(=O)[C@@H]4C[C@@H](O)[C@@H](O)C[C@]4(C)C3CC[C@]12C (some centres undefined)
    -5, -1, 5, -3, 3, -4, 0.3, 1, 1, -8
CC(=O)Oc1c(Cl)cc(N(C(C)=O)S(=O)(=O)c2ccccc2)c2ccccc12
    20, 23, 0, 0, -13, ., -0.3, ., ?, .

Reprinted at random: 2 records from the list.
Sequence of screens – aSyn 5UTR inh, HSF1 inh, AI-2 QS modul, SKKanGAS inh, Platelet DG rel, HSP90 inh, HIF act, IEC-6 tox, HSF1 activator, KLF5 inhibitor
O=C(CCn1c(=O)oc2ccccc21)N1CCN(c2ccc(F)cc2)CC1
    -6, -2, 24, -2, 3, -2, -0.1, 6, -17, 8
CCN(Cc1ccccc1)C(=O)Cc1ccc(OC)c(S(=O)(=O)N2CCOCC2)c1
    8, -13, 27, -5, 3, ., -0.7, ., -28, .
